BL2 CD40 inh = CD40 pathway inhibition in BL2 cells; BL2 NF-kB luciferase reporter, CD40L-induced, 4 h; inhibition, % at 10 µM; actives 0.94% (n = 83,000); AID 1053188;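 active means mean inhibition of at least 50% with a set share of replicates also reaching that level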;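 further: 0% = neutral control wells and 100% = IKK inhibitor VII at 50 µM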
* marks the source's active call; other numbers are inactive results; [ ] = another dose, or the depositor's remark. An excerpt; rates above refer to the full screens.

BL2 CD40 inh	SMILES
-6[25 µM]	CO[C@H]1CC[C@H]2CCOc3c(C#N)cccc3C(=O)N(C)C[C@H](OC)[C@@H](C)C(=O)N(C)C[C@H]1O2
6[25 µM]	CO[C@@H]1CN(C)C(=O)c2cc(NC(=O)C3CCCCC3)ccc2OC[C@@H](C)N(C(=O)c2ccccc2)C[C@@H]1C
-3	CCOC(=O)C1(C)CCN1C(=O)CSc1ccccc1 (stereo not drawn)
-9	O=C(NCCC1=CCCCC1)C1CCN(S(=O)(=O)c2cccc3nsnc23)CC1
15	Cc1noc(C)c1S(=O)(=O)NC1CCCc2ccccc21 (stereo not drawn)
5	c1ccc(-c2cnc(CSc3ncnc4sccc34)o2)cc1
8	N#CC1C(=N)Cc2ccccc2-c2ccccc21 (stereo not drawn)
-43	Cc1ccc2c(c1)c(C)c(C)n2CC(O)Cn1nnc2ccccc21 (stereo not drawn)
-20[25 µM]	Nc1ncnc2nc(-c3ccc(N4CCOCC4)nc3)cc(-c3cccc(Br)c3)c12
27	O=C(NCCc1ccccc1)N1c2ccccc2Sc2ccccc21
-50	COc1ccc(NC(=O)c2cccnn2)cc1
-35	Cc1ccc(-c2cc(C(F)F)nc(NCC3CCCO3)n2)cc1 (stereo not drawn)
-2	CC(=O)Nc1ccc(NC(=O)C(C)OC(=O)C2CCN(S(=O)(=O)c3ccccc3C(F)(F)F)CC2)cc1 (stereo not drawn)
-7	CC(C)C#Cc1ccc([C@H]2[C@@H](CO)N(C(=O)C3CCC3)[C@H]2C#N)cc1
-14	O=C1c2ccccc2C(=O)N1CCCCCCN1C(=O)c2ccccc2C1=O
6	Cc1cc(C)nc(N(C#N)CC(=O)N2CCC(C(N)=O)CC2)n1
9	CCN(C(=O)c1ccnn1C)c1ccccc1
-52	c1ccc(-c2nnc(SCc3ccncc3)o2)cc1
-1	COC(=O)c1c(C)oc(C)c1S(=O)(=O)N(C)C1CCCCC1
-36	O=c1c2ccccc2ncn1-c1ccc(Cl)c(Cl)c1
4	CCOC(=O)c1ccccc1NC(=O)C1=COCCO1
8	CCc1noc(C)c1C(=O)OCC(=O)c1ccc(OC)c(OC)c1
2	O=C1c2ccccc2C(=O)C12Cc1ccccc1N1CCN(c3ccccc3)CC12 (stereo not drawn)
10	CCNC(=O)c1cc(S(=O)(=O)N(C)C)c(Cl)cc1Cl
-8	COc1ccc(C(=O)OCC(=O)NCc2cccs2)c(OC)c1OC

(list continues)
BL2 CD40 inh	SMILES
-28	c1ccc2cc3[nH]c(CN4CCOCC4)nc3cc2c1
-15[25 µM]	C[C@@H]1CN([C@@H](C)CO)C(=O)CCCn2nncc2CO[C@H]1CN(C)C(=O)Nc1ccc(-c2cccs2)cc1
16	CC(C)Cc1nnc(NC(=O)c2cccc(S(=O)(=O)N3CCN(C)CC3)c2)s1
2	COCCNC(=O)COC(=O)C1=Cc2ccccc2OC1
-3	COc1ccc(Cl)cc1NC(=O)Cn1c(C)csc1=O
11	NC(c1ccccc1)c1csc(Nc2ccc(C(=O)NCCCO)cn2)n1 (stereo not drawn)
4	Cc1cnc(C(=O)OC(C)C(=O)NCc2ccccc2)cn1 (stereo not drawn)
4	CC(=O)Nc1ccc(S(=O)(=O)NCCC(=O)OC(C)C(=O)NC2(C#N)CCCCC2)cc1 (stereo not drawn)
-8[25 µM]	COc1ccccc1CN(C)C[C@H]1OCc2ccccc2-c2ccccc2C(=O)N([C@@H](C)CO)C[C@H]1C
6	O=C(Cn1cnc2cc([N+](=O)[O-])ccc2c1=O)Nc1cccc(S(=O)(=O)N2CCOCC2)c1
-3[25 µM]	Cc1ccc(S(=O)(=O)Nc2cccc3c2O[C@@H](CN(C)C(=O)Nc2ccc(C(F)(F)F)cc2)[C@@H](C)CN([C@H](C)CO)C3=O)cc1
11	CCOCCCNCc1cc(Cl)cc(Cl)c1OCC
35	Cc1ccccc1OCC(O)Cn1c2ccccc2c2ccccc21 (stereo not drawn)
0[25 µM]	CCS(=O)(=O)Nc1ccc2c(c1)C(=O)N(C)[C@H]1CC[C@H](CC(=O)NC3CCCCC3)O[C@H]1CO2
5	COc1ccc(Cl)cc1NC(=O)CN(C)C(=O)Cn1cnc2c1c(=O)n(C)c(=O)n2C
2	CCNc1nc(CN2CCCCC2)nc2scc(-c3ccccc3)c12
3	COc1ccc(N2CCN(C(CNC(=O)c3cccs3)c3ccco3)CC2)cc1 (stereo not drawn)
-15	O=C(Nc1ccc(-n2cc(Cl)cn2)cc1)c1ccncc1
10	CN1CCc2nc(NC(=O)COc3ccc(C#N)cc3)sc2C1
-4	CCOC(=O)c1c(C)[nH]c(C)c1C(=O)COC(=O)/C=C/c1ccc(OC)cc1
-11[25 µM]	CCS(=O)(=O)Nc1ccc2c(c1)C(=O)N(C)[C@H]1CC[C@H](CC(=O)NC3CCCCC3)O[C@@H]1CO2
8	NCCCSC1=NCCCN1
8	Cc1nn(CC(=O)NCC(C)c2ccccc2)c(=O)c2cccn12 (stereo not drawn)
-24[25 µM]	O=C(C1CCC1)N1CC[C@H]2[C@H](CO)Nc3ccc(C4=CCCCC4)cc3[C@H]21
18	CCOCCCNC(=O)C(C)NS(=O)(=O)c1ccc(C)cc1 (stereo not drawn)

New compounds follow:
BL2 CD40 inh	SMILES
-9	CC1Cc2ccccc2N1C(=O)c1ccc(N2CCCCC2)c([N+](=O)[O-])c1 (stereo not drawn)
-10[25 µM]	O=C1N[C@@H](Cc2ccccc2)COCc2cn(nn2)CC[C@H]1Cc1cccc(F)c1
2	COc1ccc(-n2c(C)cc(C(=O)Cn3c(NCCO)nc4ccccc43)c2C)cc1
11[25 µM]	COC(=O)C[C@H]1CC[C@@H]2[C@H](COc3ccc(NC(=O)c4ccc(C(F)(F)F)cc4)cc3C(=O)N2C)O1
8	CN(Cc1ccccc1)S(=O)(=O)c1ccccc1[N+](=O)[O-]
2	C=CCNC(=O)C(=O)Nc1ccc2c(c1)N(S(=O)(=O)c1cccs1)CCC2
4	N#C[C@@H]1[C@@H](c2ccc(-c3ccccc3F)cc2)[C@@H](CO)N1C(=O)C1CC1
1[25 µM]	OC(CN1CCC(Cc2ccc(F)cc2)CC1)c1ccc(Cl)cc1 (stereo not drawn)
7	CC(=O)Nc1c(C)ccc(S(N)(=O)=O)c1C
4	OCCC1CN(Cc2nc3ccccc3s2)CCN1C1CCCCC1 (stereo not drawn)
2	O=C(NCC1CC1)[C@H]1[C@H](CO)[C@H]2Cn3c(ccc(-c4cccnc4)c3=O)[C@@H]1N2C(=O)C1CCCC1
-1	COc1ccc(NC(=O)CN2CCC(C(N)=O)(N3CCCCC3)CC2)cc1
-15[25 µM]	COCC#Cc1ccc([C@H]2[C@@H](CO)N3C(=O)CN(C(=O)Nc4ccccc4F)C[C@@H]23)cc1
-26	CCn1nccc1C(=O)Nc1ccc(Cl)cn1
-5	O=C(Cn1cnc2c(nnn2Cc2ccccc2)c1=O)NCc1ccco1
10	COc1ccc(CCNC(=O)c2cc3c(cc2Cl)N2CCCCCC2=NS3(=O)=O)cc1
7	CCc1ccc(NC(=O)C(C)OC(=O)/C=C/c2ccc(O)c(OC)c2)cc1 (stereo not drawn)
0	Cc1nc(-c2cccc(NC(=O)c3cccc(S(=O)(=O)N4CCCC4)c3)c2)cs1
-7	CN1C(=O)c2cc(NC(=O)C3CC3)ccc2OC[C@@H]2O[C@@H](CC(=O)NCCc3ccncc3)CC[C@@H]21
1[25 µM]	CCCNC(=O)N1C[C@@H]2[C@H](c3ccccc31)[C@@H](CO)N2Cc1ccccc1F
-14	Cc1cc(C)c2c(N)c(C(=O)NN)sc2n1
9	O=C(NCc1cccnc1)Nc1cccc(NC(=O)NCc2cccnc2)c1F
1[25 µM]	CO[C@@H]1CN(C)C(=O)c2cc(NC(=O)Nc3cccc(Cl)c3)ccc2OC[C@@H](C)N(C(=O)Nc2c(C)noc2C)C[C@H]1C
5	O=C1CN(C(=O)COC(=O)Cc2ccsc2)c2ccccc2N1
-117	COc1cc2ccccc2cc1C(=O)Nc1ccc(N2CCN(C)CC2)cc1

Additional results
BL2 CD40 inh	SMILES
-2[25 µM]	O=C(C[C@@H]1CC[C@@H]2[C@H](COC[C@H](O)CN2C(=O)c2ccccc2F)O1)NCc1ccc(Cl)c(Cl)c1
13	O=C1CSC(c2ccccc2)N1c1cccnc1 (stereo not drawn)
5	O=C(NCCNC(=O)C1CC2CCC1C2)C1CC2CCC1C2 (stereo not drawn)
2	COc1ccc(N2CCN(C(=O)Cc3csc(NC(=O)Nc4ccccc4OC)n3)CC2)cc1
-1	CCSc1nnc(NC(=O)NCC(F)(F)F)s1
1	CCOc1ccc(CCNC(=O)c2cccc(C#N)c2)cc1OCC
16	CCN(Cc1cc(=O)[nH]c2ccccc12)C(=O)C(C)C
4	Cc1cc(C)c2ccc(C)[n+]([O-])c2c1O
1[25 µM]	O=C(C1CCCCC1)N1[C@H](CO)[C@H]2c3ccccc3N(S(=O)(=O)c3ccccc3)C[C@H]21
13	CCc1c(C)sc(NC(=O)c2ccco2)c1C(=O)N1CCCCC1
9	Cc1cc(/C=N/NS(=O)(=O)c2ccc(F)c(Cl)c2)no1
9	CCOC(=O)c1c(-c2ccccc2)csc1NC(=O)CCN1CCOCC1
7	CCc1cc2c(NCCC(=O)O)nc(C)nc2s1
9	CSCC[C@H](NC(=O)c1cccc(S(=O)(=O)N2CCCCC2)c1)c1nc2ccccc2[nH]1
7	CN1CCN(C(=O)c2ccccc2NC(=O)Cc2ccccc2)CC1
48	COc1ccc2cc3cc(C(=O)NC4CC4)sc3nc2c1
-8	CCc1ccc(CN2CCCC(C(=O)Nc3ccc(-c4cscn4)cc3)C2)o1 (stereo not drawn)
76*	COc1ccc(-c2cc(-c3ccccc3)c(C#N)c(S(C)=O)n2)cc1 (stereo not drawn)
-19[25 µM]	CO[C@H](CN(C)S(=O)(=O)c1ccc(C)cc1)[C@@H](C)CN(C(=O)Nc1ccccc1F)[C@@H](C)CO
-10	NS(=O)(=O)c1ccc(CCNC(=O)COC(=O)C2CCN(c3ccc(C(F)(F)F)cn3)CC2)cc1
0	O=S(=O)(c1ccc(NCCOc2ccccc2)nc1)N1CCCC1
-1[25 µM]	O=C(NCCc1ccncc1)[C@@H]1[C@@H](CO)[C@@H]2Cn3c(ccc(-c4ccncc4)c3=O)[C@@H]2N1C(=O)C1CC1
12	CCN(CC)C(=O)Oc1ccnc2cc(Cl)ccc12
2	O=C(c1ccc(Cl)cc1)N1N=C(c2ccccn2)CC1(O)C(F)(F)F (stereo not drawn)
-3	COc1ccccc1-c1nc(C#N)c(N2CCN(c3ccccc3)CC2)o1

A different layout for part of the listing above.
structure | BL2 CD40 inh
Cc1cc(C)c2ccc(C)[n+]([O-])c2c1O | 4
O=C(C1CCCCC1)N1[C@H](CO)[C@H]2c3ccccc3N(S(=O)(=O)c3ccccc3)C[C@H]21 | 1[25 µM]
CCc1c(C)sc(NC(=O)c2ccco2)c1C(=O)N1CCCCC1 | 13
Cc1cc(/C=N/NS(=O)(=O)c2ccc(F)c(Cl)c2)no1 | 9
CCOC(=O)c1c(-c2ccccc2)csc1NC(=O)CCN1CCOCC1 | 9
CCc1cc2c(NCCC(=O)O)nc(C)nc2s1 | 7
CSCC[C@H](NC(=O)c1cccc(S(=O)(=O)N2CCCCC2)c1)c1nc2ccccc2[nH]1 | 9
CN1CCN(C(=O)c2ccccc2NC(=O)Cc2ccccc2)CC1 | 7
COc1ccc2cc3cc(C(=O)NC4CC4)sc3nc2c1 | 48
CCc1ccc(CN2CCCC(C(=O)Nc3ccc(-c4cscn4)cc3)C2)o1 (stereo not drawn) | -8
COc1ccc(-c2cc(-c3ccccc3)c(C#N)c(S(C)=O)n2)cc1 (stereo not drawn) | 76*
CO[C@H](CN(C)S(=O)(=O)c1ccc(C)cc1)[C@@H](C)CN(C(=O)Nc1ccccc1F)[C@@H](C)CO | -19[25 µM]
NS(=O)(=O)c1ccc(CCNC(=O)COC(=O)C2CCN(c3ccc(C(F)(F)F)cn3)CC2)cc1 | -10
O=S(=O)(c1ccc(NCCOc2ccccc2)nc1)N1CCCC1 | 0
O=C(NCCc1ccncc1)[C@@H]1[C@@H](CO)[C@@H]2Cn3c(ccc(-c4ccncc4)c3=O)[C@@H]2N1C(=O)C1CC1 | -1[25 µM]
CCN(CC)C(=O)Oc1ccnc2cc(Cl)ccc12 | 12
O=C(c1ccc(Cl)cc1)N1N=C(c2ccccn2)CC1(O)C(F)(F)F (stereo not drawn) | 2
COc1ccccc1-c1nc(C#N)c(N2CCN(c3ccccc3)CC2)o1 | -3

Remaining list, next part
BL2 CD40 inh	SMILES
10	COc1ccc(CC(=O)Nc2ccccc2C(F)(F)F)cc1S(=O)(=O)N1CCOCC1
3	COc1ccc(NC(=O)CCn2cccc2)c(OC)c1
-4	COc1ccc(S(=O)(=O)N2CCCCCC2)cc1C(=O)OCc1cccc(OC)c1OC
-15	Cc1ccsc1C(=O)OCC(=O)N1CC(C)CC(C)C1 (stereo not drawn)
-75	COC(=O)CCC(=O)c1oc2ccc(Br)cc2c1N
1	C[C@@H]1CCCCO[C@H](CN(C)C(=O)NC2CCCCC2)[C@@H](C)CN([C@H](C)CO)C(=O)c2cc(NC(=O)Nc3ccc(F)cc3)ccc2O1
12	CCN(CC)CCNC(=O)c1ccc(-n2c(C)cc3c2CCCC3=O)cc1
0	CC(C)CN1C(=O)c2ccc(NC(=O)Cc3ccccc3)cc2C1=O
2	CC(Sc1nnnn1C)C(=O)Nc1nc(-c2ccc(F)c(F)c2)cs1 (stereo not drawn)
-3	COc1ccc(NC(=O)N2CCCC(c3nc(-c4ccc(F)cc4)no3)C2)cc1 (stereo not drawn)
-24	Cc1[nH]c2ccccc2c1/C=N/NC(=O)c1cccc(F)c1
-3	O=C(NCCc1ccc(F)cc1)c1ccc(Cl)c(S(=O)(=O)N2CCOCC2)c1
-9[25 µM]	C[C@@H]1CN([C@H](C)CO)C(=O)CCCn2nncc2CO[C@H]1CN(C)Cc1ccc2cccnc2c1
-10	O=C(NCc1ccco1)c1cc(-c2ccccc2)c(N2CCOCC2)s1
-27	O=C(NC(=S)N1CCN(c2ccccc2)CC1)c1ccco1
4	Cc1ccc(S(=O)(=O)N2CCCCC2)cc1NC(=O)c1nn(C)c(=O)c2ccccc12
